Screening results: PubChem, several laboratories
GSK3A inh = human GSK-3 alpha kinase inhibition; inhibition, % at 10 µM; ADP-Glo luminescence, 60 min; P49840; AID 2650; 320,000 compounds, 0.1% hits;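 in the data active = inhibition above about 50%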;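 note: GST-tagged GSK-3 alpha with peptide substrate and 25 µM ATP; 0% = DMSO neutral wells and 100% = GW8510 positive control wells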
Target sequence (P49840 whole entry, looked up): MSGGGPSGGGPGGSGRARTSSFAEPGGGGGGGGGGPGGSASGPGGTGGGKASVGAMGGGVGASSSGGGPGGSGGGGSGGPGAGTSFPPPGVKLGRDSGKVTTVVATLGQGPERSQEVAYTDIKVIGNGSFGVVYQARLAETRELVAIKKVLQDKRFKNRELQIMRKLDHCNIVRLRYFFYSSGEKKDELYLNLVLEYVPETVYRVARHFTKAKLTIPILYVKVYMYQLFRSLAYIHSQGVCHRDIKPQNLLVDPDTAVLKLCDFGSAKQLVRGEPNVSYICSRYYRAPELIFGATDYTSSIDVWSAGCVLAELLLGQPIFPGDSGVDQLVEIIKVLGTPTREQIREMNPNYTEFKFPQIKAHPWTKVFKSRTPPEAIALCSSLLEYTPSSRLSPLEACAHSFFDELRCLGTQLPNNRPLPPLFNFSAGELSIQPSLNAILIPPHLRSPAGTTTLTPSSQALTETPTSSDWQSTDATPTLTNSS
IEC-6 cytotox = IEC-6 cytotoxicity, counter-screen for KLF5 inhibitors; luminescence viability; inhibition, % at 5 µM; 290,000 compounds, 0.78% hits; in the data active = inhibition above about 22%;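 note: 0% = plate median of test compound wells and 100% = cytotoxic reference compound wells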
HSF1 activator = increases HSF-1 driven luciferase reporter signal. NIH3T3-HGL HSF-1 luciferase reporter, MG132, 8 h; 100% = twice DMSO control signal. activation, % at 9 µM. 300,000 compounds, 1.7% hits;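 active = mean replicate activation of at least 50% with a set share of replicates each reaching 50%; inconclusive = only one of those two conditions met; inactive = mean below 50% and too few replicates reaching it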;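 note: 0% = median of the neutral control wells and 100% = twice that signal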
Dyrk1A ADPGlo = blocks rat Dyrk1A kinase activity. Q63470. ADP-Glo luminescence, NFATc1 peptide. inhibition, % at 12.5 µM. 310,000 compounds, 0.43% hits; in the data active = inhibition above about 50%;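 note: plate controls were vehicle with enzyme for no effect and no enzyme for full effect; many of its hits are not listed in these tables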
Platelet DG rel = platelet dense granule release activity; human platelet-rich plasma, SFLLRN dense granule ATP release, luminescence; 300,000 compounds, 0.22% hits; inhibition, %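 (compounds screened at 7.5 µM in platelet-rich plasma)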;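 active = mean replicate score, as percent of positive control, at or above 50; inconclusive = mean below 50 but at least one replicate at or above 50; inactive = mean and every replicate below 50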
HSP90 refold inh = inhibitors of HSP90 luciferase refolding in rabbit reticulocyte lysate; luciferase refolding luminescence, 3 h; inhibition, % at 5.6 µM; 290,000 compounds, 0.91% hits;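 active = inhibition above the screen-wide mean plus 3 SD, computed separately per campaign, cut at about 16% in these data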;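 note: 0% = DMSO wells and 100% = 60 µM geldanamycin wells; inhibitors lower the luminescence because luciferase stays unfolded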
GSK3B inh = human GSK3beta kinase inhibition; P49841; GST-GSK3beta kinase, ADP-Glo luminescence, 60 min; active compounds read low; activity score (negative = inhibition), % at 10 µM; 300,000 compounds, 0.038% hits; AID 2097;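 active = more than half of replicate wells score below -50%, meaning over 50% inhibition versus plate controls; inconclusive = some replicates but at most half score below -50%; inactive = no replicate scores below -50%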;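 note: 0% = median DMSO wells and -100% = median GW8510 positive control wells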
Target sequence (P49841 whole entry, looked up): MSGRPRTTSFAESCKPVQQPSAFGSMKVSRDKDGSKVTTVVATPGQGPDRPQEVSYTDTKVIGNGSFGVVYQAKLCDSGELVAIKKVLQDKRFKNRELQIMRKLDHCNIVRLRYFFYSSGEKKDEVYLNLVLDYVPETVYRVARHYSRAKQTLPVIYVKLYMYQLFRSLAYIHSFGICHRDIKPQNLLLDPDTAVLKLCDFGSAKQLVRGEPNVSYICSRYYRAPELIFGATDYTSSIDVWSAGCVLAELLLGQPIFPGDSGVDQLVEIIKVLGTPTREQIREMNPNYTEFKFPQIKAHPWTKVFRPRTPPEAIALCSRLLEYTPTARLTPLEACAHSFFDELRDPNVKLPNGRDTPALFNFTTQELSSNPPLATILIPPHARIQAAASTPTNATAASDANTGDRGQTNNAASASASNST
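Assay system: GST-fused GSK3beta enzyme, cell-free / Medium: Tris pH 7.5 buffer with MgCl2, DTT, BSA, heparin / Also added: peptide substrate plus 25 µM ATP (final) / Compound: 10 µM single point / Timing: kinase reaction with compound 60 min at room temperature / Detection: ADP-Glo luminescence / Benchmarks: DMSO neutral wells and GW8510 at 20 µM as positive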
aSyn 5UTR inh = 5' untranslated region of α-synuclein, MLPCN primary screen | AID 1813 | 300,000 compounds, 0.82% hits | alpha-synuclein 5'UTR reporter, inhibitor activity | inhibition, % (tested at 7.5 µM); in the data active = inhibition above about 60%; inconclusive = no clear call, values can overlap the other calls;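 note: H4 neuroglioblastoma cells stably carrying SNCA 5'UTR luciferase fusion; 0% = DMSO wells and 100% = positive control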
KLF5 inhibitor = suppresses KLF5 promoter-driven expression | DLD-1 KLF5 promoter-luciferase reporter, luminescence | inhibition, % at 5 µM | 290,000 compounds, 0.23% hits | AID 1700;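 active = inhibition above a per-plate limit of that plate's mean compound inhibition plus 3 SD, cut at about 60% in these data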;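 note: 0% = DMSO wells and 100% = LY294002 at 200 µM; higher means less KLF5 promoter-driven luciferase light; inactives centre near -14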
HSF1 inh = HSF1 inhibition. NIH3T3-HGL HSE-luciferase, MG132-induced, luminescence 8 h; active compounds read low. 300,000 compounds, 0.77% hits. activity change, negative = inhibition, % at 7.5 µM (by protocol);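 active = more than half of replicate wells show activity change below -50%, luminescence cut by over half; inconclusive = some wells, but at most half, below -50%; inactive = no replicate well below -50%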;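 note: luciferase reports HSF-1 transcriptional activity via heat shock element; 0% = median of DMSO wells and -100% = zero luminescence signal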
Numbers without * were called inactive; ? = inconclusive; / = not tested or not shown. Not all compounds are listed. The share of hits here may be higher or lower than overall.

SMILES	GSK3A inh	IEC-6 cytotox	HSF1 activator	Dyrk1A ADPGlo	Platelet DG rel	HSP90 refold inh	GSK3B inh	aSyn 5UTR inh	KLF5 inhibitor	HSF1 inh
O=C(NCc1ccccc1)NC1(C(=O)N2CCOCC2)CCCCC1	0	3	2	-11	-1	-3	6	-4	-32	-6
Cc1ccc(NC(=O)Nc2cccc([N+](=O)[O-])c2)cc1F	/	3	42	14	-3	0	2	-87	-107	0
O=C(CNC(=O)c1ccco1)NCC(=O)OCc1cccc(Cl)c1	-2	-4	-10	/	1	0	-1	1	9	2
CCOc1ccc(CNC(=O)CN2C(=O)CSc3ccc(S(=O)(=O)N4CCOCC4)cc32)cc1OC	-1	-1	3	3	-7	-7	-1	15	-20	-2
O=C(Nc1ccc(Br)cc1F)C1CCCO1 (stereo not drawn)	-2	2	14	4	-4	4	1	-1	-6	-10
CCCOc1ccc(C2C(C#N)=C(N)Oc3nc[nH]c(=O)c32)cc1OC (stereo not drawn)	-1	-8	-9	5	-7	-4	1	23	-22	7
COc1ccc(-c2cc(C(=O)NNC3=NCCC3)c3c(C)nn(-c4ccccc4)c3n2)cc1	2	3	-35	/	-18	0	3	17	13	-39
O=C(CN(Cc1ccc(F)cc1)C(=O)CCC(=O)Nc1nccs1)NCC1CCCO1 (stereo not drawn)	4	4	11	0	3	6	0	-24	-4	-1
O=C(O)c1ccccc1CSc1ncccc1C(=O)O	-8	-7	0	-1	16	1	-1	4	15	2
COc1ccc(CCN2CC(C(=O)NCc3nc(C)c(C)s3)CCC2=O)cc1 (stereo not drawn)	-1	3	-13	-1	-6	0	-3	-23	-20	4
O=[N+]([O-])c1ccc(NC(=S)N2CCN(c3ccc(F)cc3)CC2)cc1	/	0	2	7	17	0	-2	5	-3	5
O=C(O)CCC(=O)OC1CC2CCC1C2 (stereo not drawn)	3	-1	-16	-7	3	-2	4	-11	-11	-6
CCOC(=O)C1CCCN(C(=O)c2cc3cc(OC)c(OC)cc3[nH]2)C1 (stereo not drawn)	-2	-1	-13	0	3	-1	3	-11	-19	5
O=S(=O)(c1ccc(Oc2ncnc3scc(-c4ccccc4)c23)cc1)N1CCOCC1	3	-1	-8	-1	-10	0	-5	31	5	-5
N/C(Cc1cccs1)=N\OC(=O)COc1ccc(Cl)cc1Cl	-2	6	?	26	1	-3	-4	-154	-45	31
O=C(NCCC1=CCCCC1)c1ccc2c(c1)N(Cc1ccccc1)C(=O)CS2	4	3	27	-8	0	3	0	-3	-20	20
COc1ccc(N(CC(=O)Nc2cc(C)ccc2C)S(=O)(=O)c2c(C)noc2C)cc1	0	-6	20	/	-3	2	2	-2	-25	5
CC(Sc1n[nH]c(N)n1)C(=O)C12CC3CC(CC(C3)C1)C2 (stereo not drawn)	0	0	-1	3	-6	3	-1	-1	-4	-2
COC(=O)c1cnc(SCC(=O)c2ccccc2)n1C	1	3	41	9	2	2	2	-94	-137	23
O=C(NCc1ccccn1)c1n[nH]c2ccccc12	24	1	-20	16	-6	0	-21	-10	-23	-3
CC(=O)CCC1CC(c2ccc(Cl)cc2)=NO1 (stereo not drawn)	-3	/	38	9	-1	/	0	-24	/	20
Cc1ccc(C2=CSC3=NS(=O)(=O)CCN23)cc1C	1	-2	-6	-2	-2	-3	2	-14	-19	0
Cc1ccc(SCC(=O)NCCc2ccc(F)cc2)cc1	-8	-3	1	/	0	-2	1	1	-13	-1
O=C(CN1C(=O)CSC1=O)Nc1ccc(N2CCOCC2)cc1	1	0	1	-9	0	1	0	-1	-22	1
COc1cc(/C=N/NC(=O)c2csc3c2CCCC3)ccc1OCCN1CCOCC1	4	2	-15	-2	4	-1	-8	0	0	-11
Cc1nnsc1Sc1ccccc1	-5	-8	-1	-2	-1	1	-1	-7	-30	-3
O=C(OC1CCCCC1=O)c1cccc(S(=O)(=O)NCc2ccccc2)c1 (stereo not drawn)	/	-1	10	1	-2	-1	-2	-9	6	-1
CC(C)NC(=O)c1ccccc1NC(=O)CN(c1ccc2c(c1)OCO2)S(C)(=O)=O	-1	-2	29	2	-2	2	0	-2	-19	6
CCOC(=O)C(C)(C)N(Cc1ccc(Cl)cc1)S(=O)(=O)c1ccc(Cl)c([N+](=O)[O-])c1	-3	-3	66*	/	-4	-3	-16	-27	4	33
Cc1oc(-c2ccccc2)cc1C(=O)NC(Cc1c[nH]c2ccccc12)C(=O)O (stereo not drawn)	-4	-5	-10	-6	3	0	4	-44	-14	3
CC(=O)c1cccc(NC(=O)c2nc(-c3ccccc3)oc2C)c1	-3	2	2	/	-4	0	-2	14	-14	8
Cc1ccc(S(=O)(=O)/N=C(/Nc2nc(C)cc(C)n2)N2CCOCC2)cc1	-1	-4	3	5	7	2	1	-8	-9	-1
O=C(NCCCNC(=O)c1ccco1)c1ccc(Cl)cc1	-2	-1	-33	-3	9	5	3	-19	-15	-35
O=C(CSCc1ccccc1Br)N/N=C/c1ccccc1C(=O)O	0	4	-17	-3	-1	-5	1	3	-16	-5
O=C(Cc1cccs1)Nc1nc2c(s1)CCCC2	-3	11	44	7	-3	4	1	-97	-62	12
CC1CCN(C(=O)COC(=O)c2ccc(F)c(S(=O)(=O)N3CCOCC3)c2)CC1	0	-2	-11	-5	11	-2	1	8	-8	0
O=C(CN1C(=O)COc2ccc(Cl)cc21)N1CCc2ccccc21	-1	5	7	6	4	1	0	24	-25	8
O=c1c2cc(N3CCOCC3)ccc2[nH]c(=S)n1Cc1ccco1	0	/	4	10	5	/	-3	12	/	17
C=CCn1c(SCC(=O)NC23CC4CC(CC(C4)C2)C3)nc2cc(C(=O)O)ccc2c1=O	0	0	-9	-2	2	-3	4	11	-13	-7
CC(C)n1c(SCc2ccc(Cl)cc2)nc2c1c(=O)[nH]c(=O)n2C	-3	-7	28	-3	-8	-2	1	51	0	20
CCn1c(=O)cc(SCC(=O)N2CCN(C)CC2)c2ccccc21	2	3	63*	1	-7	-7	4	-6	-29	33
Cc1ccc(NC(=O)C(C)N2CCCC2)cc1Cl (stereo not drawn)	0	-4	1	-1	-4	-4	2	10	13	1
O=C(N=C1SC2CS(=O)(=O)CC2N1c1ccccc1)C1CC1 (stereo not drawn)	0	3	4	/	5	-6	-3	3	-21	1
CCOC(=O)c1nn(-c2ccc(Cl)cc2)c2nc(Nc3ccccc3)cc(=O)n12	25	5	26	7	2	1	3	-23	18	9
C[N+](C)(C)C[C@H](O)CC(=O)[O-]	-1	/	-2	-2	1	/	5	2	/	-3
O=C(c1cccs1)N1CCN(S(=O)(=O)N2CCOCC2)CC1	-2	-6	-2	9	-1	1	-1	-5	12	-4
COc1ccc(NC(=O)c2cc(S(=O)(=O)N3CCOCC3)ccc2N2CCOCC2)cc1	-2	1	0	-10	23	-8	-2	-5	-29	-1
COc1cccc(CCNC(=O)c2cc(COc3c(F)cccc3F)on2)c1	1	3	1	0	3	-8	3	4	-8	-1
CC1CCN(C(=O)COC(=O)c2ccc(=O)n(Cc3ccccc3)n2)CC1	-2	/	-7	1	18	/	2	-8	/	-3
COc1ccc(-c2nn(-c3ccccc3)cc2C=O)cc1[N+](=O)[O-]	-2	2	5	/	-11	-2	-2	17	11	4
O=C(NCc1ccccc1)c1ccc2nccnc2c1	-2	0	-16	16	10	0	-26	13	-9	-9
Cc1[nH]nc2c1C(c1ccccc1F)CC(=O)N2 (stereo not drawn)	-1	-2	13	0	5	7	-14	-5	-23	6
Cc1ccc(NC(=O)N2CCCC2C(=O)NCC2CCCCC2)cc1 (stereo not drawn)	0	0	-92	-1	1	-2	0	-6	-5	-89*
CCCc1nc2c(ccc3ccccc32)cc1CC	-1	-1	2	-1	-3	-2	1	22	-11	-7
O=C(CN1CCC(O)(c2ccccc2F)CC1)NCCc1c[nH]c2ccccc12	0	4	8	/	-6	3	3	4	14	-5
CC[n+]1c(/C=C/N(C)c2ccccc2)oc2ccc(Cl)cc21	-1	0	0	/	-6	4	1	18	6	-10
COc1ccc(-c2csc(NS(=O)(=O)c3ccc([N+](=O)[O-])cc3)n2)cc1	-3	-3	0	0	-8	-4	2	-6	-23	-3
Clc1cccc(-c2ccc(C=Nc3ccc(N4CCOCC4)cc3)o2)c1Cl	/	1	-20	7	5	7	2	-5	18	-19
COc1ccc(CCNC(=O)c2ccc(CN3CCC(Cc4ccccc4)CC3)cc2)cc1	-3	-2	12	-5	6	-5	-1	-43	-38	-5
COCCNC(=O)C(c1ccc(C)cc1)N(CCOC)C(=O)CCC(=O)Nc1ccccn1 (stereo not drawn)	0	3	-4	-6	2	2	-1	-2	-30	-8

Arranged by heavy-atom count (high to low): part of the list above.
SMILES	GSK3A inh	IEC-6 cytotox	HSF1 activator	Dyrk1A ADPGlo	Platelet DG rel	HSP90 refold inh	GSK3B inh	aSyn 5UTR inh	KLF5 inhibitor	HSF1 inh
O=S(=O)(c1ccc(Oc2ncnc3scc(-c4ccccc4)c23)cc1)N1CCOCC1	3	-1	-8	-1	-10	0	-5	31	5	-5
Cc1ccc(NC(=O)Nc2cccc([N+](=O)[O-])c2)cc1F	/	3	42	14	-3	0	2	-87	-107	0
CC(=O)CCC1CC(c2ccc(Cl)cc2)=NO1 (stereo not drawn)	-3	/	38	9	-1	/	0	-24	/	20

(next part)
SMILES	GSK3A inh	IEC-6 cytotox	HSF1 activator	Dyrk1A ADPGlo	Platelet DG rel	HSP90 refold inh	GSK3B inh	aSyn 5UTR inh	KLF5 inhibitor	HSF1 inh
O=C(Nc1cccnc1)c1ccc(Cl)c(S(=O)(=O)N2CCOCC2)c1	0	-2	8	-6	-1	3	-1	3	-14	-2
Cc1cc(NC(=O)C2CCCCC2C(=O)O)no1 (stereo not drawn)	0	2	-2	6	1	2	1	-10	-41	-3
COc1cccc(S(=O)(=O)NCc2ccc(C(=O)NCc3ccco3)cc2)c1	0	4	3	5	4	6	-4	-26	-6	-7
NC(=O)c1ncc(C(F)(F)F)cc1Cl	-2	-1	6	-7	10	-4	-4	-36	2	-5
COc1cccc(C(=O)Nc2cc(C)c3c(=O)oc4ccccc4c3n2)c1	-1	/	1	-1	-13	/	1	-14	/	-2
CCCNC(=O)Cn1c(=O)/c(=C\c2ccc(-c3ccc([N+](=O)[O-])cc3)o2)s/c1=C\C(=O)C(C)(C)C	-3	6	-1	3	15	-1	0	17	-24	-8
CCN(C(=O)CSc1ccc2ccccc2c1)C1CCS(=O)(=O)C1 (stereo not drawn)	0	5	0	0	-1	4	7	17	-7	-2
CCOc1ccc2ccccc2c1CNCCc1ccc(S(N)(=O)=O)cc1	7	-1	4	3	-3	0	-2	-3	-26	1
CCc1nnc(NC(=O)C2CCC(CNc3c(N4CCC(C)CC4)c(=O)c3=O)CC2)s1 (stereo not drawn)	-2	-4	-16	-2	5	-6	3	19	11	-4
CCNC(=O)NC(=O)COC(=O)C1CSC2(C)CCC(=O)N12 (stereo not drawn)	-3	-1	0	0	-1	-1	10	9	-7	-8
CC(C)N(CCCNC(=O)Cn1c(=O)c2cccn2c2ccc(F)cc21)Cc1ccccc1	-1	0	9	-7	-8	-5	3	-7	-1	3
